HTT ATP protect = protects HTT-Q103 PC12 cells, measured by ATP. Potency, µM (top dose mostly 56.4 µM), without a hit: cytoprotection (ATP increase), actives largely listed as activators. 230,000 compounds, 0.14% hits. PC12 HTT-Q103 induced, cytoprotection, ATP luminescence, 40 h;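 also: % of control where 0% means no effect; nearly all actives have a fitted effect of over 45% in size; toxic huntingtin expression switched on by the ecdysone agonist tebufenozide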
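PC12 cells stably carrying ecdysone-inducible Htt exon 1 (Q103)–GFP were induced with 100 nM tebufenozide (final) alongside library compounds in a dose series. Cytoprotection was scored as retained ATP by ATPlite luminescence.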
TRb SRC2 PPI = TRbeta-SRC2 interaction inhibition. P10828. TRbeta-SRC2 peptide binding, fluorescence polarization; receptor liganded with 1 µM T3. Potency, µM (doses to about 106 µM), for the others: top-dose activity change, negative = inhibition, actives largely listed as inhibitors. 280,000 compounds, 0.065% hits. AID 1469;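 also: plate controls were bound peptide for no effect and peptide without receptor for full effect; nearly all actives have a fitted effect of over 50% in size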
Target sequence (P10828 whole entry, looked up): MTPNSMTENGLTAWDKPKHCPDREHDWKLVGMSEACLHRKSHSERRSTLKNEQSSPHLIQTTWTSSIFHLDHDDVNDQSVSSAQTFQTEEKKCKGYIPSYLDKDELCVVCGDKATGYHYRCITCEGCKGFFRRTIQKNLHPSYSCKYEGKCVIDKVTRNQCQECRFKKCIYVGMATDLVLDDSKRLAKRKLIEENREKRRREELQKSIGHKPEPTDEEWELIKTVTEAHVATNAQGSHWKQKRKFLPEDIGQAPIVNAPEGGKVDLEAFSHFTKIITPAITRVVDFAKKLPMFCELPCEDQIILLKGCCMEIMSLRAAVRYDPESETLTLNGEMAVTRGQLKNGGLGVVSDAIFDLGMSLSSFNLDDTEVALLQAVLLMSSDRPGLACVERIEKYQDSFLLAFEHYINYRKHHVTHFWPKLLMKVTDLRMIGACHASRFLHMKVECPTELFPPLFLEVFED
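Polarization signal, normalized between peptide-alone and full complex controls, measured compound effects on T3-liganded human TRb LBD (0.6 uM) binding 20 nM Texas Red SRC2 peptide after 5 hr.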
Tau fibril FP = inhibitors of human tau fibril formation. P10636. K18 P301L tau heparin fibrillization, Alexa594 FP, 6 h. Potency, µM (top dose mostly 57.7 µM), for the others: top-dose activity, negative = inhibition, usual class: inhibitors. 280,000 compounds, 0.39% hits; also: % is scaled to controls: 0 for no effect and ±100 for the full control effect; nearly all actives have a fitted effect of over 55% in size
Target sequence (P10636 561-689 P618L limits assumed): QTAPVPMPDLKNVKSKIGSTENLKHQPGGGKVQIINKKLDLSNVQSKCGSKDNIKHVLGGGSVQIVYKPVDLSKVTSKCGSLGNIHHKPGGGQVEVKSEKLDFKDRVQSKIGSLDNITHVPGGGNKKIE
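Human K18 P301L fragment (15 uM unlabeled plus 0.24 uM Alexa 594-labeled) in 100 mM sodium acetate pH 7 with compound, aggregation induced by 20 uM heparin for 6 hr at 37 C. ThT (30 uM) added for 1 hr, then Alexa 594 FP read.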
L3MBTL1 block = L3MBTL1 (human) inhibition; AlphaScreen L3MBTL1–H3K9me1 peptide binding; Potency, µM (series often up to 57.1 µM), for inactives: at the top dose activity, negative = inhibition, usual class: inhibitors; Q9Y468; 230,000 compounds, 0.66% hits; AID 485360; also: % is scaled to controls: 0 for no effect and ±100 for the full control effect; nearly all actives have a fitted effect of over 60% in size
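L3MBTL1 50 nM + b-AHA-H3(1-15)K9me1 75 nM, 30 min RT; compound added, 30 min RT; streptavidin donor/Ni-chelate acceptor beads 10 ug/mL each final, 30 min RT dark; AlphaScreen read.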
TR SRC2 fluor cs = alters Texas Red total fluorescence, flagging assay interference | TRb/SRC2 Texas Red total fluorescence interference | Potency, µM (doses to about 106 µM), without a hit: at the top dose fluorescence change, negative = quenching | 280,000 compounds, 0.29% hits | AID 1479; active = well fitted curve in either direction with a large enough effect; inconclusive = small, poorly fitted or top-dose-only effect; also: % is scaled to controls: 0 for no effect and ±100 for the full control effect
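Human TRb ligand-binding domain at 0.6 uM with 20 nM Texas Red SRC2 peptide in Tris buffer containing 1 uM T3 and 5% DMSO, incubated with compound 5 h at ambient temperature. Total fluorescence (555/632 nm) calculated as parallel + 2 × perpendicular.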
Tau fluor counter = counter-screen for tau fibril formation inhibitors; AID 1463; tau K18 P301L Alexa594 fluorescence, heparin fibrillization; 280,000 compounds, 0.93% hits; Potency, µM (highest dose often 57.7 µM), without a hit: at the top dose activity change, negative = decrease; also: % is scaled to controls: 0 for no effect and ±100 for the full control effect; nearly all actives have a fitted effect of over 55% in size
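Human K18 P301L tau (15 uM unlabeled plus 0.24 uM Alexa 594-labeled, final) in 100 mM sodium acetate pH 7 was mixed with compound and 20 uM heparin and incubated 6 hr at 37 C.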
Tau ThT inhib = blocks human tau fibril formation measured by thioflavin T | AID 1460 | 270,000 compounds, 2.1% hits | recombinant tau K18 P301L (four-repeat tau fragment), heparin-induced fibrillization, ThT fluorescence | Potency, µM (top dose mostly 57.4 µM), for inactives: top-dose activity, negative = inhibition, actives largely listed as inhibitors | P10636; also: % is scaled to controls: 0 for no effect and ±100 for the full control effect; nearly all actives have a fitted effect of over 55% in size
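Tau K18 P301L fragment (15 uM unlabeled plus 0.24 uM Alexa 594-labeled) in 100 mM sodium acetate pH 7 with compound, fibrillization induced by 20 uM heparin for 6 hr at 37 C. Thioflavin T (30 uM) added, fluorescence read after 1 hr (ex 450, em 510 nm).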
RECQ1 helicase = blocks DNA unwinding by human RECQ1; P46063; RECQ1 DNA unwinding, red fluorescence kinetic read; Potency, µM (top dose mostly 57.3 µM), for the others: at the highest dose activity, negative = inhibition, most hits filed as inhibitors; 240,000 compounds, 0.54% hits; AID 2549;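 also: plate controls were vehicle for no effect and no enzyme for full effect; nearly all actives have a fitted effect of over 30% in size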
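50 nM RECQ1T1 preincubated 15 min with compound in Tris pH 8.0 buffer with MgCl2, DTT, Tween-20 and 2.5 ug/ml poly(dI-dC); started with 200 nM TAMRA/BHQ-2 forked duplex and 2 mM ATP. Unwinding read as fluorescence (525/598 nm), two reads 2 h apart.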
* marks the source's active call; other numbers are inactive results; i = inactive; u = inconclusive; x = no result given; & = joins results of further samples; ! = a repeat was not active; [ ] = another dose, or the depositor's remark. Unless noted, calls follow the shape of the dose curve; as a rule, active = well fitted curve in the direction sought with a large enough effect; inconclusive = small, poorly fitted or top-dose-only effect, or another doubt; inactive = no such curve, though single readings can be large; an effect the other way counts as inactive or inconclusive. Potency is read from the fitted curve at half-maximal effect.

SMILES	HTT ATP protect	TRb SRC2 PPI	Tau fibril FP	L3MBTL1 block	TR SRC2 fluor cs	Tau fluor counter	Tau ThT inhib	RECQ1 helicase
Cc1cc(=O)n(Cc2ccccc2Cl)c2c1c(C)nn2-c1ccccc1	x	9%	u	x	1%	-7%	-1%	x
Cc1cccc(NC2(C(F)(F)F)N=C3SCCN3C2=O)n1 (centres undefined)	-19%[0.074 µM]	-17%	8%	x	0%	-5%	-11%	-5%
COc1ccc(S(=O)(=O)N(CC(=O)Nc2ccc(F)c(Cl)c2)c2ccc(C)cc2)cc1OC	x	-1%	u	x	-2%	u	-3%	x
COc1ccc(CNC(=O)CCC(=O)N2CCN(S(=O)(=O)c3ccc(Cl)cc3)CC2)cc1	-18%	-10%	8%	43%	1%	3%	3%	-6%
COc1ccccc1N1C(=O)C2CCC(c3ccccc3)CC2C1=O (centres undefined)	x	-2%	-7%	-5%	-2%	-9%	1%	0%
Cc1nc2cc(N3CCN(C)CC3)c(NC(=O)Cc3ccccc3)cc2c(=O)n1Cc1ccccc1	-21%[10 µM]	5%	7%	-3%	1%	-7%	-15%	-4%
CCn1nc(C)c(/C=N\NC(=O)c2cccc(OC)c2)c1C	x	6%	0%	-3%	3%	-1%	0%	6%
O=C(CCc1ccc(O)cc1)NNC(=S)NCCc1ccccc1	25%[10 µM]	-1%	8%	0%	-3%	-15%	-4%	-12%
O=C(c1cccn(Cc2ccc(Cl)c(Cl)c2)c1=O)N1CCOCC1	6%	-6%	-2%	16%	1%	-6%	-4%	-15%
CC(c1c(O)c2ccccc2[nH]c1=O)C1(C)CCC(O)C(C)(C)O1 (centres undefined)	-19%[10 µM]	-7%	11%	10%	1%	3%	4%	-6%
CCN(c1ccccc1)S(=O)(=O)c1ccc(Cl)c(NC(=O)CN(C)C2CCN(C)CC2)c1	-11%[10 µM]	2%	x	x	-3%	x	x	-7%
CCn1c(SCC(=O)NCc2ccc3c(c2)OCO3)nnc1-c1ccncc1	-26%	-9%	2%	2%	-2%	15%	6%	i
N#CCc1nc2ccccc2c(=O)[nH]1	3%[10 µM]	0%	-1%	7%	0%	-4%	-11%	-14%
Cc1cccc(NC(=O)CS(=O)(=O)Cc2ccccc2)n1	2%	-8%	-7%	x	-1%	-7%	-5%	-3%
Cc1ccc(Nc2c([N+](=O)[O-])cc(C(=O)N3CC(=O)Nc4ccccc43)cc2[N+](=O)[O-])c(C)c1	-36%	-12%	6%	-9%	1%	u	u	-16%
C=CCn1c(SCC#N)nc2c(c1=O)C(C)(C)Cc1ccccc1-2	-12%[10 µM]	3%	-5%	6%	0%	-10%	u	-2%
COc1cc(-c2nc(-c3ccc(Br)o3)no2)cc(OC)c1OC	5%	2%	-6%	2%	-6%	-12%	-11%	-4%
COc1ccc(CN(C)c2ccc(-c3nc(-c4ccccc4)no3)cc2[N+](=O)[O-])cc1	x	7%	2%	x	0%	-4%	-4%	x
CCCc1[nH]nc2c1C(c1ccccc1OC)C(C#N)=C(N)O2 (centres undefined)	0%[10 µM]	1%	-6%	1%	1%	-12%	-16%	i
O=C(Nc1ccccc1)c1cccnc1N1CCCC1	-10%	0%	-8%	x	1%	-9%	-6%	-12%
CCn1nnc(NC(=O)c2ccc(-c3ccccc3[N+](=O)[O-])o2)n1	8%[10 µM]	-2%	-3%	3%	-2%	-4%	-9%	-2%
Cc1ccc(N2C(=O)SC(Cc3ccccc3)C2=O)cc1 (centres undefined)	-10%[10 µM]	-10%	u	5%	-1%	-24%	u	-4%
O=C(COC(=O)Cn1c(C(F)(F)F)nc2ccccc21)Nc1ccc2c(c1)OCCO2	-15%	-1%	-8%	x	-1%	-21%	-8%	-5%
Cc1ccc(C2=[N+]([O-])C3(CCCCC/C3=N\NC(N)=O)N(O)C2(C)C)o1 (centres undefined)	7%	3%	0%	x	1%	-4%	-4%	-6%
O=[N+]([O-])c1cccc(-c2nnc(C3CC3)o2)c1	36%[10 µM]	-2%	-3%	13%	-3%	-5%	-5%	-5%
Cc1cc2c(ncn2C(C)C)c(NS(=O)(=O)c2ccc(F)cc2)c1C	-31%[inhibitor]	-2%	-1%	-8%	-2%	-3%	0%	i
Cc1ccc(CCNC(=O)C2CCN(C(=O)c3sccc3-n3cccc3)CC2)cc1	-13%[10 µM]	-6%	0%	x	0%	-10%	-13%	-6%
CCOc1ccc(N2CC(C(=O)Nc3ccc(S(=O)(=O)Nc4ncccn4)cc3)CC2=O)cc1 (centres undefined)	3%	-19%	-12%	x	-2%	-10%	-11%	23%
CCc1ccc(/C([O-])=C(/C(=S)NCCN2CCOCC2)[n+]2ccccc2)cc1	-14%	-2%	-14%	x	2%	-10%	u	3%
COc1ccc(CN(Cc2ccccn2)S(=O)(=O)c2ccc(-n3cnnn3)cc2)cc1	-17%	-4%	-7%	2%	1%	-18%	-14%	-10%
CC1CCCN(Cc2nc3c(c(=O)n(C)c(=O)n3C)n2Cc2ccc(Cl)cc2)C1 (centres undefined)	x	-8%	-6%	x	2%	-10%	-7%	x
CC(NO)/C(=N\O)c1cccs1 (centres undefined)	-3%	-9%	u	x	0%	-8%	-11%	-4%
Cc1cc(-c2ccccc2)nc(N(C)N)c1S(C)(=O)=O	-33%	4%	0%	16%	2%	0%	-5%	i
O=C(O)c1cccc(N2C(=O)CCC2=O)c1	5%[10 µM]	5%	6%	x	-2%	0%	x	-12%
O=C(Cn1c(=O)c2cccn2c2ccc(F)cc21)Nc1cccc(F)c1	x	-1%	-19%	x	-26%	-6%	-1%	x
COC(=O)CCC(=O)OC1(C)C(=O)C2=CN(CC(C)C)C(c3ccc(OC)cc3)=CC2=C(Br)C1=O (centres undefined)	25%&2%[10 µM]	0%[11.2 µM]	8.9µM*!	x	-2%[11.2 µM]	-7%[11.6 µM]	10µM*!	i[11.5 µM]
N#Cc1c[nH]n2c(NC3CCCCC3)c(-c3ccc(F)cc3)nc12	x	3%	-3%	x	-2%	4%	2%	x
O=C(NN1C(=O)c2ccccc2C1=O)C1C2CCCCC21 (centres undefined)	22%[10 µM]	-2%	1%	-3%	-2%	-4%	-12%	4%
CCOC(=O)CN1C(=O)N[C@@H](CCc2ccccc2)C(C(C)=O)=C1C	-4%[10 µM]	-1%[11.2 µM]	-4%[11.6 µM]	x	-3%[11.2 µM]	-7%[11.6 µM]	5%[11.5 µM]	9%[11.5 µM]
CC(=O)c1ccc(N2CCN(c3ncnc4c3c(-c3ccccc3)cn4-c3ccc(Cl)cc3)CC2)cc1	x	-9%	-4%	x	3%	-9%	-17%	x
CCOc1ccc(C(O)c2nccn2C)cc1 (centres undefined)	16%	1%	4%	u	-4%	4%	-5%	-8%
CCN1CCN(C(=O)c2ccccc2N(Cc2ccccc2)S(C)(=O)=O)CC1	5%	-3%	-1%	-3%	-2%	6%	-7%	-7%
COc1ccc(C2OC(=O)CC2C(=O)NC2CCCCCC2)cc1OC (centres undefined)	6%	3%	1%	-4%	-3%	-8%	-7%	1%
OCc1nc2ccccc2n1/N=C/c1cccs1	2%[10 µM]	-1%	2%	1%	-4%	-6%	-3%	0%
CCCCSCc1cc(C(=O)O)oc1C(C)(C)C	-8%	-1%	4%	0%[11.4 µM]	-4%	4%	2%	-2%
COc1ccc(Nc2cc(C(=O)NCCCN(C)c3ccccc3)c3ccccc3n2)c(OC)c1	x	-8%	13%	x	2%	u	u	x
COc1ccc2nc(N3CCC(C)CC3)c(C#N)cc2c1	14%[10 µM]	-1%	u	148%[activator]	-5%	u	35µM*	-4%
Cc1ccc(NC(=O)/C=C/c2cccc(C(F)(F)F)c2)cc1	-3%[10 µM]	0%	-5%	4%	-7%	-13%	1%	-4%
O=[N+]([O-])c1ccc(Oc2ccc(F)cc2)c2ccncc12	-3%	-1%	4%	x	-1%	u	u	i

Bioassay records as filed in PubChem BioAssay.

This is a subset; count on the stated rates, not on these rows.
